Apoferritin bind – qHTS Assay for Identification of Novel General Anesthetics. apoferritin/1-aminoanthracene competitive binding, fluorescence. Potency, µM (top dose mostly 77.5 µM), inactives show at the highest dose activity change, negative = displacement, most hits filed as inhibitors. 0.074% of 350,000 active; also: potency is read from the fitted curve at half-maximal effect; % is scaled to controls: 0 for no effect and ±100 for the full control effect; nearly all actives have a fitted effect of over 20% in size
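Steps: apoferritin (10 uM) was premixed with half-saturated 1-AMA in PBS, compounds were pin-transferred, plates stood 10 min at room temperature, fluorescence was read at 380/535 nm, and curves were fitted with a Hill equation.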
Pol kappa inh – qHTS for Inhibitors of Polymerase Kappa; DNA polymerase kappa (Homo sapiens), Q9UBT6; 0.53% of 400,000 active; Potency, µM (highest dose often 107 µM), inactives show at the top dose activity, negative = inhibition, most hits filed as inhibitors; purified Pol kappa, fluorescent DNA synthesis assay, 10 min; AID 588579, 2011; also: potency is read from the fitted curve at half-maximal effect; % is scaled to controls: 0 for no effect and ±100 for the full control effect
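10 nM Pol kappa preincubated 15 min at room temperature with compounds, then reaction started with substrate at 50 nM final. Fluorescence read kinetically at 0 and 10 min; buffer-only wells served as negative control.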
POLB inh – qHTS Assay for Inhibitors of DNA Polymerase Beta; 1.3% of 340,000 active; P06746; Pol beta primer extension/strand displacement, fluorescence kinetic; Potency, µM (highest dose often 114 µM), for the others: at the highest dose activity change, negative = inhibition, usual class: inhibitors; also: potency is read from the fitted curve at half-maximal effect; % is scaled to controls: 0 for no effect and ±100 for the full control effect
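Homogeneous kinetic assay of primer extension and strand displacement by 10 nM Pol beta, preincubated 15 min at room temperature with compound before 50 nM substrate (final) was added. Read at 0 and 10 min; four-parameter Hill fit.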
RGS4 inhibitor – Inhibitors of Regulator of G Protein Signaling (RGS) 4: qHTS; Regulator of G-protein signaling 4 (Homo sapiens), P49798; Transcreener GDP fluorescence polarization, RGS4-accelerated GTP hydrolysis; Potency, µM (series often up to 114 µM), inactives show top-dose activity change, negative = inhibition, hits mostly inhibitors; 0.039% of 390,000 active; also: potency is read from the fitted curve at half-maximal effect; % is scaled to controls: 0 for no effect and ±100 for the full control effect; nearly all actives have a fitted effect of over 75% in size; some results filed as inactive show a strong effect at the top dose
Target sequence (P49798 whole entry, looked up): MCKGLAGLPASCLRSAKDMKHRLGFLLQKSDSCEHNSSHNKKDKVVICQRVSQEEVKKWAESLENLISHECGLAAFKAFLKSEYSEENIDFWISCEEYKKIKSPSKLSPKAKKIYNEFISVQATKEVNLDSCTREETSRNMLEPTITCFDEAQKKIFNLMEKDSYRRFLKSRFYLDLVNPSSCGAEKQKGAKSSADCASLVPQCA
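MLSMR compounds (23 nl, pin-transferred) preincubated 10 min at room temperature with a 500nM (2x) first reagent, then RGS4 at 900nM (2x) plus Transcreener GDP mix added; fluorescence polarization (620/688 nm) read before and after 90 min at 30 °C.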
ERG Ets-DNA blk – qHTS for Small Molecule Inhibitors of the ERG Ets/DNA interaction; Transcriptional regulator ERG (Homo sapiens), P11308; fluorescence polarization, His-ERG Ets domain / labelled DNA; Potency, µM (highest dose often 76.9 µM), for the others: at the top dose FP activity, negative = inhibition, hits mostly inhibitors; 0.028% of 370,000 active; AID 624246, 2012; active = well fitted inhibition curve with a large enough effect in the polarisation, with a control signal flat; inconclusive = small, poorly fitted or top-dose-only effect, or effect the other way, or a change in a side signal; inactive = no such curve, though single readings can be large or run the other way; the % refers to the polarisation;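 also: polarization taken with two DNA probes labelled with fluorescein and Texas red; potency is read from the fitted curve at half-maximal effect; % of control where 0% means no effect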
Target sequence (P11308 whole entry, looked up, the tested form may be a part): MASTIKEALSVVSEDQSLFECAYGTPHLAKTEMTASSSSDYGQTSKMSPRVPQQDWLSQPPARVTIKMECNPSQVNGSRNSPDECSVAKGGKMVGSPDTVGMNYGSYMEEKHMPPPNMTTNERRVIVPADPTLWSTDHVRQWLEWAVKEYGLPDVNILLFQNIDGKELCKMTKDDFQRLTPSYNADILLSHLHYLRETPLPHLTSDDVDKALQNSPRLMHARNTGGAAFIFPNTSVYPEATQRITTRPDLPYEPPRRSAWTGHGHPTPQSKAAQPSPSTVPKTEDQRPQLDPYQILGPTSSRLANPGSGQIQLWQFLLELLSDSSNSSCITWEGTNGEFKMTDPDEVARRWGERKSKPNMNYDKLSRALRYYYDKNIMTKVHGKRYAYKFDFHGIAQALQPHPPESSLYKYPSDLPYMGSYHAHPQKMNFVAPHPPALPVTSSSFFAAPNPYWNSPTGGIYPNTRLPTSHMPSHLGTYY
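His-tagged ERG Ets domain (1 uM in the protein solution; 300mM KCl, 50mM Tris-HCl, 1mM EDTA, 1mM DTT, pH 7.5) received compound, then a probe mix of 5 nM fluorescein-DNA and 100nM Texas-615-DNA. Fluorescence polarization was read for both dyes.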
APEX1 inh – qHTS Assay for Inhibitors of the Human Apurinic/apyrimidinic Endonuclease 1 (APE1). DNA repair nuclease/redox regulator APEX1 (Homo sapiens), P27695. recombinant APE1, TAMRA/BHQ-2 abasic DNA cleavage fluorescence. Potency, µM (highest dose often 65.8 µM), inactives show top-dose activity change, negative = inhibition, usual class: inhibitors. 0.35% of 350,000 active;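 also: potency is read from the fitted curve at half-maximal effect; plate controls were vehicle for no effect and reference inhibitor for full effect; nearly all actives have a fitted effect of over 55% in size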
Target sequence (P27695 whole entry, looked up): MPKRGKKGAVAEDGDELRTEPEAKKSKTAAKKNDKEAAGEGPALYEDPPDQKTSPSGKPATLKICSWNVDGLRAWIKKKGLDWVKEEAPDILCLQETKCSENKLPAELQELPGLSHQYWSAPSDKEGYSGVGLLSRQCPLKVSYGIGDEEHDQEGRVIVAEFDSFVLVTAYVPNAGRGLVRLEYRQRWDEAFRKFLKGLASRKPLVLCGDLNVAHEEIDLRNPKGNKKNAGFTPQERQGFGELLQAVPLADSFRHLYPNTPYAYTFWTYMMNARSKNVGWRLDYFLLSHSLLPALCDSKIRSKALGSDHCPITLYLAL
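Measures dequenching upon AP-site incision of a 5'-TAMRA/3'-BHQ-2 THF-containing duplex, 50 nM; human APE1 0.75 nM after 15 min room-temperature exposure to compound; kinetic three-point read at one-minute spacing.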
LDHA block – qHTS assay for inhibitors of human lactate dehydrogenase. purified LDHA, NADH/diaphorase-resazurin fluorescence; stronger effect = lower value. L-lactate dehydrogenase A chain (Homo sapiens), P00338. 0.15% of 480,000 active. activity change, % (values are at about 110 or 230 µM); in the data active = activity change below about -30%; inconclusive = mostly about -25% to -30%;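 also: plate controls were DMSO wells for no effect and wells without enzyme for full effect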
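Enzyme activity of human lactate dehydrogenase 5 (2 nM; 0.06 mM NADH, 0.2 mM pyruvate, 5 min, RT) is measured via a resazurin/diaphorase fluorescence readout of residual NADH.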
Pol eta inh – qHTS for Inhibitors of Polymerase Eta. DNA polymerase eta (Homo sapiens), Q9Y253. recombinant Pol eta, fluorescent DNA replication assay. Potency, µM (top dose mostly 114 µM), for the others: at the highest dose activity change, negative = inhibition, actives largely listed as inhibitors. 1.2% of 390,000 active. AID 588591, 2011; also: potency is read from the fitted curve at half-maximal effect; % is scaled to controls: 0 for no effect and ±100 for the full control effect
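Pol eta at 10 nM preincubated with compounds 15 min at room temperature; reaction started with fluorescent substrate (50 nM final) and read kinetically at 0 and 10 min.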
ALOX12 inh – Primary qHTS assay for inhibitors of human arachidonate 12S-lipoxygenase (ALOX12): Round 2 | purified 12hLO, xylenol orange hydroperoxide absorbance | Potency, µM (highest dose often 108 µM), for inactives: top-dose activity change, negative = inhibition, hits mostly inhibitors | 1.1% of 580,000 active | AID 1671190, 2021; also: potency is read from the fitted curve at half-maximal effect; % is scaled to controls: 0 for no effect and ±100 for the full control effect
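Hydroperoxide product was detected by ferrous iron/xylenol orange as the 573 to 405 nm absorbance ratio. Arachidonic acid at 40 uM (final) was turned over for 30 min at room temperature by 150 nM human 12hLO, pH 7.0 Hepes buffer, after 15 min compound preincubation.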
Starred values were filed as active, the others as inactive; i = inactive; u = inconclusive; x = no result given; & = joins results of further samples; [ ] = another dose, or the depositor's remark. Unless noted, calls follow the shape of the dose curve; as a rule, active = well fitted curve in the direction sought with a large enough effect; inconclusive = small, poorly fitted or top-dose-only effect, or another doubt; inactive = no such curve, though single readings can be large; an effect the other way counts as inactive or inconclusive. Some of the compounds tested; count on the stated rates, not on these rows.

SMILES	Apoferritin bind	Pol kappa inh	POLB inh	RGS4 inhibitor	ERG Ets-DNA blk	APEX1 inh	LDHA block	Pol eta inh	ALOX12 inh
CCN(CC(O)COCc1ccc(Cl)cc1)C1CCCCC1 (centres undefined)	-3%	-7%	1%	25%	-14%	-3%	-15	-2%	-4%
CCCC(=O)Nc1nc(C)c(-c2csc(Nc3cc(OC)ccc3OC)n2)s1	u	10%	40%	-46%	-10%	13%	8	-14%	u
Cc1cc(Cl)ccc1NC(=S)NCc1ccc(F)cc1	-11%	-15%	u	-3%	-3%	36%	-6	-8%	0%
COc1ccc(-n2c(=O)cc(N3CCc4ccccc43)[nH]c2=O)cc1	-11%	-9%	-7%	3%	x	-3%	-3	7%	12%[57.4 µM]
Cc1cc(C(=O)OCC(=O)N2CCc3ccccc32)c(C)o1	4%	-3%	1%	-27%	15%	1%	-4	-5%	i
CC(=O)N1CCC(C(=O)OCc2ccc(Cl)cc2)(c2ccccc2)CC1	-12%	0%	-29%	-12%	-1%	5%	5	-20%	u
COc1ccc(Cl)cc1NC(=O)C1CCN(C(=O)C2CC(=O)N(c3ccc(C)cc3)C2)CC1 (centres undefined)	-12%	-12%	33%	17%	-7%	5%	0	2%	-20%
O=C1c2ccccc2C(=O)N1COc1ccc(S(=O)(=O)N2CCOCC2)cc1[N+](=O)[O-]	-6%	-5%	1%	-18%	3%	-9%	1	-8%	-3%
O=C(CN1C(=O)NC2(CCc3ccccc32)C1=O)c1cccs1 (centres undefined)	x	14%	x	-8%	-6%	28%	1	-15%	-3%
Cc1ccc2cccc(SCC(=O)Nc3ccc(F)cc3)c2n1	5%	1%	10%	-19%	3%	9%	-12	-19%	1%
CCOC(=O)Nc1ccc(NS(=O)(=O)c2ccc(C)cc2)cc1	-4%	3%	-1%	-20%	2%	-4%	-1	-9%	-32%
O=C(Nc1scc(-c2cccs2)c1C(=O)O)c1cccs1	-15%	-23%	14%	-9%	-1%	-7%	-9	-2%	4%
O=S(=O)(NCCS(=O)(=O)N1CCN(c2ccccc2)CC1)c1ccc(F)cc1	x	3%	x	-2%	5%	3%	-13	-2%	-9%
CC(C)CC(=O)Nc1nc2nc(-c3ccccc3)cc(=O)n2[nH]1	28%	-23%	-2%	13%	9%	x	3	-12%	0%
COc1ccc(NC(=O)CC2C(=O)N(C)C(=S)N2CCc2ccc(F)cc2)cc1 (centres undefined)	1%	-16%	-13%	3%	6%	-6%	-2	-5%	u
Cc1ccc(C(=O)N(Cc2cccs2)C2CCS(=O)(=O)C2)cc1 (centres undefined)	-2%	-15%	-3%	27%	-5%	11%	-2	-3%	3%
CN(C)S(=O)(=O)Oc1ccsc1C(=O)Nc1ccccc1Cl	-23%	-14%	20%	51%	-5%	15%	-14	-13%	12%
O=C(CN(Cc1ccc(F)cc1)C(=O)c1csnn1)NCc1ccccc1	0%	5%	52%	-5%	1%	9%	-6	-23%	3%
CC1(C)Cc2c(c(N3CCOCC3)nc3sc4c(NCCN5CCOCC5)nnnc4c23)CS1	-9%	-1%	-8%	2%	2%	4%	2	-1%	i
O=[N+]([O-])c1ccc(N2CCCC2)cc1NC(c1ccccc1)c1ccccc1	-11%	-5%	7%	-6%	-9%	-7%	-9	-10%	-4%
O=C(NC1(C(F)(F)F)Oc2ccccc2O1)N1CCCC1	-10%	-5%	4%	5%	-9%	-6%	12	6%	u
Cc1cccc(C(=O)NCc2nnc(SCC(=O)NC(C)c3ccccc3)n2C)c1 (centres undefined)	-8%	1%	-8%	7%	10%	-7%	-6	-1%	3%
COc1ccccc1OCC(=O)Nc1nnc(-c2ccco2)s1	-15%	-7%	35µM*	11%	x	2%	-3	u	-10%
CC(=O)Nc1ccc(S(=O)(=O)Nc2cc(-c3cn4ccccc4n3)ccc2C)cc1	1%	5%	40%	1%	3%	x	-3	-4%	-25%
Cc1nnc(SCC(=O)Nc2sc3c(c2C(=O)c2ccccc2)CCCC3)s1	-18%	-2%	-19%	17%	-1%	-3%	-8	-3%	u
O=[N+]([O-])c1cc(Br)c(O)c(C=Nc2ccc(N3CCOCC3)cc2)c1	-12%	-8%	5%	-117%	-10%	26%	31	-6%	u
CN1CCCCCC1=Nc1ccccc1C#N	-21%	-1%	8%	14%	10%	8%	-17	-19%	-21%
O=C(c1ccco1)N1CCN(S(=O)(=O)c2ccc([N+](=O)[O-])cc2)CC1	-9%	9%	-7%	-14%	-11%	2%	5	-16%	-11%
CCC(C(=O)Nc1ncc(C)s1)c1ccccc1 (centres undefined)	u	-1%	11%	19%	-3%	11%	-20	-8%	u
Cc1ccc(Nc2c(-c3ccc(N4CCOCC4)cc3)nc3ncccn23)c(C)c1	36%&-13%[activator]	1%&-3%	3%&20%	-5%&-23%	1%&-14%	-4%	-2&0	-19%&-13%	u

An excerpt of these results, with values ahead of the structure:
Apoferritin bind | Pol kappa inh | POLB inh | RGS4 inhibitor | ERG Ets-DNA blk | APEX1 inh | LDHA block | Pol eta inh | ALOX12 inh | mol
1% | 5% | 40% | 1% | 3% | x | -3 | -4% | -25% | CC(=O)Nc1ccc(S(=O)(=O)Nc2cc(-c3cn4ccccc4n3)ccc2C)cc1
-12% | -8% | 5% | -117% | -10% | 26% | 31 | -6% | u | O=[N+]([O-])c1cc(Br)c(O)c(C=Nc2ccc(N3CCOCC3)cc2)c1
-2% | -15% | -3% | 27% | -5% | 11% | -2 | -3% | 3% | Cc1ccc(C(=O)N(Cc2cccs2)C2CCS(=O)(=O)C2)cc1 (centres undefined)
-9% | 9% | -7% | -14% | -11% | 2% | 5 | -16% | -11% | O=C(c1ccco1)N1CCN(S(=O)(=O)c2ccc([N+](=O)[O-])cc2)CC1
-18% | -2% | -19% | 17% | -1% | -3% | -8 | -3% | u | Cc1nnc(SCC(=O)Nc2sc3c(c2C(=O)c2ccccc2)CCCC3)s1
u | -1% | 11% | 19% | -3% | 11% | -20 | -8% | u | CCC(C(=O)Nc1ncc(C)s1)c1ccccc1 (centres undefined)
-10% | -5% | 4% | 5% | -9% | -6% | 12 | 6% | u | O=C(NC1(C(F)(F)F)Oc2ccccc2O1)N1CCCC1

Carrying on:
SMILES	Apoferritin bind	Pol kappa inh	POLB inh	RGS4 inhibitor	ERG Ets-DNA blk	APEX1 inh	LDHA block	Pol eta inh	ALOX12 inh
CCOc1ccccc1NC(=O)N1CCc2cc(S(=O)(=O)N3CCC(C)CC3)ccc21	-9%	-10%	0%	10%	3%	x	-14	x	-16%
CCC(C)(C)NC(=O)c1ccc2c(c1)N(CC(=O)OC)C(=O)C(C)(C)O2	-8%	-9%	18%	10%	-5%	14%	7	-7%	-14%
CC(=O)N/C(=N/c1nc(C)cc(C)n1)Nc1ccc(C)cc1Cl	9%	3%	6%	-3%	-11%	-5%	3	-17%	8%
CCOC(=O)C(O)(NC(=O)c1cccnc1)C(F)(F)F (centres undefined)	-18%	0%	-19%	1%	8%	3%	2	-19%	0%
Cc1ccc(C(=O)OC(C)C(=O)NC2CCCCC2C)cc1S(=O)(=O)N1CCOCC1 (centres undefined)	-13%	-3%	8%	-2%	0%	4%	-1	-22%	-7%
COC1=C(Nc2ccc(OC)cc2)C(=O)c2ccccc2C1=O	-12%	-5%	u	-26%	-6%	4%	15	-8%	-8%
CC1(C)Oc2ccc3ccc(=O)oc3c2C(N2CCCCC2)C1O (centres undefined)	-17%	0%	-1%	-23%	-4%	-1%	7	-9%	u
CCn1ncc(Br)c1C(=O)Nc1cccc(F)c1	-16%	-6%	0%	-15%	-3%	0%	-2	-6%	29%
Cc1ccc(Cl)cc1N1CCN(C(=O)c2cnc3c(-c4ccc(F)cc4)c(C)nn3c2C)CC1	4%	4%	-2%	-20%	-16%	x	0	8%	0%
COc1ccccc1C(C)NC(=O)c1ccccc1SCC(=O)N1CCCC1 (centres undefined)	x	-1%	x	-22%	-14%	9%	-6	-8%	1%
COc1ccc(/C=C/C(=O)C2C(=O)C=C(C)OC2=O)cc1O (centres undefined)	-2%	-26%	6%	-11%	23%	2%	11	-6%	u
Cc1cc(=O)[nH]c(CN2CCC(c3ccccc3)CC2)n1	-6%	5%	-1%	-21%	-15%	0%	-3	-14%	u
O=C(NCC1CCCO1)c1ccc(COc2ccccc2)cc1 (centres undefined)	-7%	-1%	28%	9%	17%	8%	0	-11%	0%
COc1ccc(NC(=O)COC(=O)c2c3c(nc4ccccc24)CCCC3)cc1Cl	u	-11%	22%	-47%	1%	9%	-4	-7%	18%

Screening results (PubChem BioAssay)
